GPR55 activation: GPR55 agonists via beta-arrestin recruitment, primary screen, imaging, U2OS cells, beta-arrestin-GFP redistribution (AID 1961); G-protein coupled receptor 55 (Homo sapiens); U2OS GPR55 beta-arrestin-GFP redistribution imaging; higher % means a stronger effect; one-dose activation, % at 10 µM; EC50 in µM for titrated hits; hit rate 0.048% among 290,000;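 active = activation above 40% with more than 50 cells counted in the well; inconclusive = wells holding fewer than 50 cells, flagged as toxic or sparse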;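 also: U2OS osteosarcoma cells stably expressing GPR55 and beta-arrestin-GFP; plate controls were DMSO negative control for no effect and LPI positive control for full effect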
SV40 large T antigen: SV40 large T antigen inhibitors, biochemical (AID 1903); SV40 large T antigen ATPase/helicase inhibition assay; higher % means a stronger effect; inhibition, % at 20 µM, or IC50 in µM where a hit was titrated; hit rate 0.39% among 310,000; in the data active = a potency from the dose series; inconclusive = inhibition mostly from about 32% at the one dose, without a potency; inactive = the rest, 99 in 100 with inhibition below about 32%; also: strong numbers were not always called active
Dengue-2 NS5 capping: Dengue-2 NS5 methyltransferase inhibitors, primary screen, biochemical, confirmation dose response (AID 588689); inhibition, % at 25 µM, or IC50 in µM where a hit was titrated; hit rate 0.3% among 340,000; Dengue-2 NS5 methyltransferase capping enzyme assay, biochemical; higher % means a stronger effect; in the data active = a potency from the dose series; inconclusive = inhibition above about 29% without an active follow-up result
NTR1 agonist: agonists of NTR1, primary screen, imaging, U2OS cells, beta-arrestin-GFP, high content (AID 493036); Neurotensin receptor type 1 (Homo sapiens), P30989; NTR1-U2OS beta-arrestin-GFP spot imaging, agonist mode; activation, % at 20 µM; hit rate 0.17% among 330,000;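 active = activation at or above 40% of the spot to cytoplasm intensity ratio, with at least 20 cells analyzed; inconclusive = wells under 20 cells, flagged as cytotoxic or low count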;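 also: 0% = DMSO without peptide and 100% = 100 nM NTR1 peptide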
Target sequence (P30989 whole entry, looked up): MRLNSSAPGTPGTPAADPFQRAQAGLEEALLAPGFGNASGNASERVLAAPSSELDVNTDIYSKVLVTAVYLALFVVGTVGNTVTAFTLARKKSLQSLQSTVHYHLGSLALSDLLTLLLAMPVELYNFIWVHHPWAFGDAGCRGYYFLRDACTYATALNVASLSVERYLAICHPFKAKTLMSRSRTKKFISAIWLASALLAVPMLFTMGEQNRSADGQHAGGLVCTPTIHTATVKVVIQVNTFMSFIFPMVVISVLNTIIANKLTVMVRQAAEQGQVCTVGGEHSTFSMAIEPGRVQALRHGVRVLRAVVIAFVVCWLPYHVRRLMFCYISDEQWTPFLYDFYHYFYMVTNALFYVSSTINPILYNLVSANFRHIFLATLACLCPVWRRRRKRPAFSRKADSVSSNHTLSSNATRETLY
Yfh1-off respiration: enhancers of respiration in Yfh1-depleted yeast, dose response, Friedreich's ataxia, plus single-dose screen (AID 1465) | hit rate 0.074% among 220,000 | one-dose fold induction at 50 µM; EC50 in µM for titrated hits | S. cerevisiae Yfh1-off respiration, WST-1 reduction, 72 h; higher fold induction means a stronger effect;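 active = fold induction of absorbance versus untreated yeast above a set limit, then at least 30% activation at any dose in follow-up; inconclusive = repeats straddling the limit, or above it without dose testing; inactive = fold induction below the set limit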;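 also: activators that raise dye reduction in frataxin-depleted yeast; strong numbers were not always called active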
AID2073: inhibitors of Mint1-CaV2.2 protein interaction, biochemical, HTRF (AID 2073). HTRF protein-protein interaction, Mint1-CaV2.2; higher % means a stronger effect. inhibition, % at 20 µM, or IC50 in µM where a hit was titrated. hit rate 0.19% among 290,000; in the data active = inhibition mostly above about 51%, no sharp cut-off; inconclusive = no clear call, values can overlap the other calls; inactive = mostly below about 53%; also: some results filed as inactive read as strong as hits
GPR35 antagonists: GPR35 antagonists blocking zaprinast-driven arrestin recruitment, primary screen, imaging, U2OS, beta-arrestin-GFP, zaprinast agonist (AID 2058). G-protein coupled receptor 35 (Homo sapiens). U2OS GPR35 beta-arrestin-GFP translocation imaging, zaprinast antagonism; higher % means a stronger effect. inhibition, % at 10 µM; hits with a dose series show IC50 in µM. hit rate 0.052% among 290,000;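 active = inhibition of at least 50% with at least 30 cells and total cytoplasm GFP at most 10,000,000; inconclusive = under 30 cells or total GFP of 10,000,000 plus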
Rac1 GTP hydrolysis: MgcRacGAP GTPase-activating activity inhibitors, confirmation, biochemical, ADP Hunter fluorescence | Rac GTPase-activating protein 1 (Homo sapiens) | MgcRacGAP-stimulated Rac1 GTP hydrolysis, ADP Hunter fluorescence; higher % means a stronger effect; GST-tagged Rac1 F28L mutant substrate | inhibition, % at 30 µM; hits with a dose series show IC50 in µM | hit rate 0.6% among 340,000;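 active = first-screen hits whose inhibition reached a set limit at any dose in the follow-up dose series; inconclusive = inhibition above the set first-screen limit but never retested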;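 also: fluorescence reports GDP produced by GAP-driven GTP hydrolysis; strong numbers were not always called active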
GPR55 LPI antagonism: GPR55 antagonists blocking LPI-driven arrestin recruitment, primary screen, imaging, U2OS, beta-arrestin-GFP, LPI agonist (AID 2013); U2OS GPR55 beta-arrestin-GFP translocation imaging, LPI antagonism; higher % means a stronger effect; inhibition, % at 10 µM; hits with a dose series show IC50 in µM; hit rate 0.13% among 290,000;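 active = spots per cell inhibited over 60%, with over 100 cells counted and total cytoplasm intensity under 500,000; inconclusive = wells with under 100 cells, flagged as likely toxic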;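 also: U2OS cells stably carrying GPR55 and arrestin-GFP stimulated by 5 µM LPI near EC80; imaged beta-arrestin-GFP aggregate spots per cell after agonist stimulation; plate controls were LPI-stimulated DMSO wells for no effect and DMSO wells without LPI for full effect; some results filed as inactive read as strong as hits; confirmed hits need IC50 under 10 µM and bright autofluorescent wells are also inconclusive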
NTR1 agonist cell count 20 µM: further read-out of NTR1 agonist, marked with its call; cell count; measured here: cell count, cytotoxicity flag
Numbers without * were called inactive; i = inactive; ? = inconclusive; . = no result given.

Compound	GPR55 activation	SV40 large T antigen	Dengue-2 NS5 capping	NTR1 agonist	NTR1 agonist cell count 20 µM	Yfh1-off respiration	AID2073	GPR35 antagonists	Rac1 GTP hydrolysis	GPR55 LPI antagonism
CCCC(NC(=O)c1c(C)noc1C)C12CC3CC(CC(C3)C1)C2 (stereo not drawn)	-0.1%	0%	-2%	-0.1	54	i	-9%	4%	-5%	14%
CCCC1CCC(C2=N/C(=C\c3ccc(OC)c(OC)c3)C(=O)O2)CC1 (stereo not drawn)	0.2%	10%	4%	0.8	68	i	15%	-8%	4%	4%
CCOc1ccc(Oc2c(/C=N/NC(C)=O)c(C)nn2-c2ccccc2)cc1	-0.1%	0%	1%	8.3	49	i	5%	6%	-3%	7%
C#CCn1c2ccccc2c2nc3ccccc3nc21	-0.2%	21%	6%	-1.6	78	.	34%	-4%	7%	-2%
COc1ccc(S(=O)(=O)N(C)CC(=O)NCCCN2CCOCC2)cc1Cl	-0.2%	4%	-12%	-1.0	42	.	5%	-4%	-2%	10%
COc1ccc(C(=O)Oc2c(OC)cc(C(=S)N3CCOCC3)cc2OC)cc1	0.2%	17%	0%	2.0	53	.	5%	2%	4%	3%
CCOC(=O)C1=NNC2(c3ccc(C)cc3)C(=O)N(c3ccccc3)C(=O)C12 (stereo not drawn)	-0.1%	8%	.	-1.1	64	i	8%	-4%	.	3%
C/C(=N\NS(=O)(=O)c1ccccc1)c1cc(Cl)cc(Cl)c1O	0.1%	5%	5%	3.6	52	i	6%	10%	10%	1%
CC(=O)Nc1ccc(-c2nnc(SCC(=O)Nc3ccc4c(c3)oc3ccccc34)n2C)cc1	-0.1%	9%	5%	0.0	75	i	4%	9%	6%	-2%
Cc1cc(C)c(C(=O)OCc2csc(CC(=O)Nc3ccccc3C)n2)c(C)c1	-0.2%	12%	-4%	5.8	61	.	-1%	5%	9%	-15%
CS(=O)(=O)N1CCC(Oc2ccccc2C(=O)NCCCc2cccnc2)CC1	0.3%	14%	-5%	-1.4	43	i	2%	-1%	7%	-10%
CCOCCCNC(=O)C(NC(=O)c1ccccc1O)c1ccc(C)cc1 (stereo not drawn)	-1.2%	5%	-7%	1.4	88	i	35%	-7%	-2%	3%
Cc1nc2cc(NC(=O)N(C)c3ccc4ccccc4c3)ccc2o1	-0.1%	10%	2%	0.3	39	i	6%	-2%	9%	12%
Cc1ccc(Cl)cc1N1CCN(S(=O)(=O)c2ccc3c(c2)OCCO3)CC1	-0.3%	-1%	-1%	4.8	87	.	1%	-9%	3%	-13%
COc1ccccc1CNC(=O)C(C)c1ccc([N+](=O)[O-])cc1 (stereo not drawn)	-0.1%	6%	-5%	-1.5	63	i	-8%	2%	14%	4%
COc1ccc(S(=O)(=O)N(CC(=O)NC2CC3CCC2C3)c2ccccc2OC)cc1 (stereo not drawn)	0.7%	0%	-4%	3.9	54	.	-4%	-8%	4%	-4%
COC(=O)c1ccc(C2CC(=O)NC3=C2C(=O)CCC3)cc1 (stereo not drawn)	-0.4%	9%	3%	-0.5	46	i	-7%	-2%	11%	-18%
CN(C)CCCN(C(=O)c1ccc(S(=O)(=O)N2CCc3ccccc3C2)cc1)c1nc2c(F)cccc2s1	-0.1%	7%	0%	0.6	45	.	9%	6%	8%	17%
COc1ccc(C=O)cc1OS(=O)(=O)c1ccccc1[N+](=O)[O-]	-0.2%	8%	11%	1.2	89	i	-6%	-3%	-10%	2%
Cc1cc(C)nc(Nc2n[nH]c(Cc3ccccc3)n2)n1	-0.4%	3%	.	3.0	107	i	15%	-4%	.	9%
Cc1c(CCOC(=O)C23CC4CC(CC(C4)C2)C3)sc[n+]1Cc1ccccc1	-0.4%	9%	1%	1.9	63	i	-9%	-8%	5%	1%
Cc1ccc(-c2nnc(SCC(=O)N/N=C/c3ccccc3C(=O)O)n2-c2ccc(Cl)cc2)cc1	0.0%	11%	-2%	1.8	52	i	8%	-6%	0%	-4%
Cc1nn(C)c(Sc2ccccn2)c1[N+](=O)[O-]	0.2%	5%	.	-0.8	48	i	14%	-11%	.	16%
Cc1n[nH]c(C)c1S(=O)(=O)N1CCC(C(=O)Nc2cccc(F)c2)CC1	-0.2%	4%	5%	-0.7	60	.	5%	-14%	-3%	-22%

Pulled by compound from the entries so far (4):
Compound	GPR55 activation	SV40 large T antigen	Dengue-2 NS5 capping	NTR1 agonist	NTR1 agonist cell count 20 µM	Yfh1-off respiration	AID2073	GPR35 antagonists	Rac1 GTP hydrolysis	GPR55 LPI antagonism
COc1ccccc1CNC(=O)C(C)c1ccc([N+](=O)[O-])cc1 (stereo not drawn)	-0.1%	6%	-5%	-1.5	63	i	-8%	2%	14%	4%
CCOCCCNC(=O)C(NC(=O)c1ccccc1O)c1ccc(C)cc1 (stereo not drawn)	-1.2%	5%	-7%	1.4	88	i	35%	-7%	-2%	3%
CCOc1ccc(Oc2c(/C=N/NC(C)=O)c(C)nn2-c2ccccc2)cc1	-0.1%	0%	1%	8.3	49	i	5%	6%	-3%	7%
COc1ccc(C=O)cc1OS(=O)(=O)c1ccccc1[N+](=O)[O-]	-0.2%	8%	11%	1.2	89	i	-6%	-3%	-10%	2%

Later entries.
Compound	GPR55 activation	SV40 large T antigen	Dengue-2 NS5 capping	NTR1 agonist	NTR1 agonist cell count 20 µM	Yfh1-off respiration	AID2073	GPR35 antagonists	Rac1 GTP hydrolysis	GPR55 LPI antagonism
CCOC(=O)C(C(=O)OCC)C1N=C(N)N=C2Oc3ccccc3N21 (stereo not drawn)	-0.2%	11%	-2%	-1.0	58	i	20%	8%	2%	-2%
Cc1ccc(C2CC2C(=O)NN)cc1 (stereo not drawn)	0.0%	6%	-2%	3.0	64	i	-2%	0%	4%	-3%
CCCNC(=O)c1ccc(C2SCC(=O)N2Cc2ccccc2)cc1 (stereo not drawn)	-0.2%	6%	-9%	-0.9	87	i	-6%	14%	1%	0%
COC(=O)C1(C)NC(c2ccco2)C2C(=O)N(c3ccc(C)cc3)C(=O)C21 (stereo not drawn)	0.5%	4%	-6%	-1.7	97	i	8%	-8%	8%	-4%
COc1ccc(C)cc1NC(=O)CCN1CCN(c2ccccc2F)CC1	-0.3%	1%	-4%	2.2	68	.	0%	6%	7%	8%
COc1ccc(N(C(=O)CNC(=O)c2cccs2)C(C(=O)NC2CCCC2)c2cccnc2)cc1 (stereo not drawn)	-0.2%	14%	-12%	-0.1	39	i	6%	10%	3%	-7%
COC(=O)c1[nH]c2ccccc2c1NC(=O)C(C)N1CCN(C(=O)c2ccco2)CC1 (stereo not drawn)	0.8%	0%	-11%	0.3	49	i	0%	12%	4%	19%
CCOC(=O)N1CCN(C(=O)c2cccc(S(=O)(=O)Nc3ccc(OC)cc3)c2)CC1	.	11%	2%	-1.4	59	.	.	.	3%	.
CC(C)(C)C(=O)Nc1c(Br)c(C2CC2)nn1-c1ccccc1	-0.2%	13%	.	-0.8	49	i	6%	12%	.	4%
Cc1ccnc(NC(=O)c2ccc(Cl)c([N+](=O)[O-])c2)c1	0.3%	14%	1%	-2.0	92	i	-12%	-9%	1%	11%
CCOc1cc(S(=O)(=O)Nc2ccc(Cl)cn2)ccc1F	-0.1%	4%	-3%	0.8	64	i	-4%	0%	8%	-4%
CCN1CCN(C(=O)c2ccc(N3CC4CC(C3)c3cccc(=O)n3C4)c(NC(=O)c3cc(OC)cc(OC)c3)c2)CC1 (stereo not drawn)	0.1%	13%	-15%	-1.1	44	.	?	-8%	7%	19%
O=C(c1ccc(-c2ccccc2)cc1)N1CCN(c2ncccn2)CC1	-0.2%	15%	-4%	1.8	47	i	2%	-4%	5%	0%
CCN(CC)S(=O)(=O)c1ccc(NC(=O)Cn2cnc3ccccc3c2=O)cc1	-0.3%	1%	2%	-0.2	94	i	1%	-2%	6%	7%
CCOC(=O)C(=O)Nc1nnc(C2CCCCC2)s1	-0.1%	9%	1%	3.1	51	i	-15%	6%	9%	-5%
Cn1c(=O)c2c(nc(N3CCc4ccccc4C3)n2C)n(C)c1=O	-0.1%	8%	-12%	1.4	26	i	-4%	-6%	0%	-10%
Cn1nc(-c2ccc(C(=O)Nc3ccc(F)cc3)cc2)c2ccccc2c1=O	-0.3%	10%	.	0.9	38	i	21%	2%	.	19%
Cc1ccc2c(c1)N(C(=O)CCC(=O)N1CCN(c3ccccn3)CC1)CC(C)O2 (stereo not drawn)	-0.1%	4%	0%	2.2	83	.	-3%	-6%	9%	8%
O=C(O)c1cc(S(=O)(=O)N2CCOCC2)ccc1N1CCOCC1	0.0%	15%	-4%	-2.1	51	i	-9%	2%	8%	4%
Cc1ccc2c(Cl)c(C(=O)Nc3cccnc3)sc2c1	-0.3%	7%	3%	1.6	51	i	0%	7%	3%	-25%

Compounds shown so far that have an NH in an aromatic ring:
Compound	GPR55 activation	SV40 large T antigen	Dengue-2 NS5 capping	NTR1 agonist	NTR1 agonist cell count 20 µM	Yfh1-off respiration	AID2073	GPR35 antagonists	Rac1 GTP hydrolysis	GPR55 LPI antagonism
Cc1cc(C)nc(Nc2n[nH]c(Cc3ccccc3)n2)n1	-0.4%	3%	.	3.0	107	i	15%	-4%	.	9%
Cc1n[nH]c(C)c1S(=O)(=O)N1CCC(C(=O)Nc2cccc(F)c2)CC1	-0.2%	4%	5%	-0.7	60	.	5%	-14%	-3%	-22%
COC(=O)c1[nH]c2ccccc2c1NC(=O)C(C)N1CCN(C(=O)c2ccco2)CC1 (stereo not drawn)	0.8%	0%	-11%	0.3	49	i	0%	12%	4%	19%

Screens deposited in PubChem BioAssay by several laboratories.

Compounds were not picked by outcome. Share with any hit: about 1.7%.
